Screening results: PubChem, NMMLSC
Myeloid diff 2: induction of myeloid progenitor differentiation, primary screen, cell-based, flow cytometry, MLPCN library. calls only at 10 µM. ER-HoxA9 myeloid progenitors, lysozyme-GFP differentiation. hit rate 1% among 360,000;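 active means normalized GFP-positive differentiation at or above the plate's own cutoff, the solvent-only control mean plus 3 SD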;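 further: cells exposed to compound for four days before flow analysis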
Myeloid diff 2 GFP+ MAC1+ %: also measured in Myeloid diff 2; calls as there; GFP+ MAC1+ double positive, %; measured here: differentiation confirmed by MAC1 staining
* = called active by the depositor; i = inactive; + = active, no number. This is a subset; the hit share may differ from the screen's.

Order of results: Myeloid diff 2 | Myeloid diff 2 GFP+ MAC1+ %
> N#CCC(=O)Nc1ccc(C(=O)OCC(=O)NCc2ccc3c(c2)OCO3)cc1
 : i | 0.4
> COc1cc(C(=O)NCC2CCCO2)cc(Br)c1OCc1ccccc1 (stereo not given)
 : i | 1.2
> NN=C(c1cccc([N+](=O)[O-])c1)c1cccc([N+](=O)[O-])c1
 : i | 0.2
> CC1(C)CC(=O)C=C(c2cccnc2)C1
 : i | 1.3
> COc1ccc(C(CNC(=O)c2c(C)nn(Cc3ccccc3)c2Cl)N2CCOCC2)cc1 (stereo not given)
 : i | 0.3
> O=C(O)c1ccc(-c2cccc(Cl)c2)o1
 : i | 0.8
> COc1ccccc1NC(=O)CN1C(=O)NC2(CCCc3ccccc32)C1=O (stereo not given)
 : i | 1.2
> CN(CC(=O)Nc1ccccc1C(F)(F)F)CC(=O)N1CCCCCC1
 : i | 1.5
> O=C(Nc1ccc(F)cc1)C(c1ccccc1)N1CCN(c2ccncc2)CC1 (stereo not given)
 : i | 4.8
> CCCOc1ccc(F)cc1-c1cc(C(=O)NCc2cccc(Cl)c2)[nH]n1
 : i | 1.5
> COc1ccc(CN2C[C@@H](CO)O[C@@H](n3cnc4c(N5CCN(C)CC5)ncnc43)C2)cc1
 : i | 0.3
> CCN(CC)C(=O)c1[nH]cnc1C(=O)NCCCCCNC(=O)OC(C)(C)C
 : i | 2.2
> CNc1cccc(-c2c(OC)cccc2OC)n1
 : i | 2.1
> COCCN(C(=O)COC(=O)CCc1c[nH]c2ccccc12)c1c(N)n(Cc2ccccc2)c(=O)[nH]c1=O
 : i | 1.4
> Cc1ccc(OCCC(=O)OC(C)C(=O)NC2CC2)cc1 (stereo not given)
 : i | 0.2
> CC(=O)c1cccc(NC(=O)c2ccc(OCc3c(C)noc3C)cc2)c1
 : i | 0.1
> O=C(NCc1cc(C(F)(F)F)cc(C(F)(F)F)c1)C1CC(c2ccc(C(F)(F)F)cc2)=NO1 (stereo not given)
 : i | 1.7
> Nc1cc(-c2ccco2)no1
 : i | 0.4
> O=C(CCNC(=O)c1ccco1)Nc1nc(-c2ccccc2)cs1
 : i | 1.0
> COc1ccc2[nH]c3c(c2c1)CCN1C(=O)C(CC(=O)NCCN2CCOCC2)C[C@H](C(=O)N(C(C)C)C(C)C)[C@@]31C (stereo not given in full)
 : i | 0.6
> Cc1onc(-c2ccccc2)c1C(=O)NC1CC1
 : i | 0.7
> CCCNC(=O)C(Cc1ccccc1)NC(=O)c1ccccc1 (stereo not given)
 : i | 1.9
> C/C=C1\NC(=O)[C@H](C)NC(=O)[C@@H](NC(=O)[C@H](Cc2ccc(O)cc2)NC(=O)[C@@H](NC(=O)/C(C)=C/C)C(C)C)[C@@H](C)OC(=O)[C@H](CCCc2ccc(O)cc2)NC(=O)[C@@H](CCC(=O)OC)NC1=O
 : i | 0.8
> COc1ccccc1NC(=O)Nc1nc(CC(=O)N2CCN(c3ccccc3F)CC2)cs1
 : i | 2.4
> CC(C)n1ncc2c(C(=O)N3CCN(S(=O)(=O)c4cccc(F)c4)CC3)cc(C3CC3)nc21
 : i | 2.2
> CCOc1ncccc1C(=O)OCC(=O)Nc1ccc(S(=O)(=O)N2CCCC2)cc1
 : i | 0.6
> COc1ccc(S(=O)(=O)Nc2ccc(-c3ccc4nncn4n3)cc2)c(OC)c1
 : i | 0.7
> Fc1cccc(F)c1-c1nc2c(s1)CCc1onc(-c3ccc(Br)cc3)c1-2
 : i | 0.9
> Cc1ccsc1C(=O)OCC(=O)N(Cc1ccccc1)C(C)C
 : i | 0.5
> COC(=O)N1CCCCC1c1cc(C(=O)Nc2cccc3c2CCCC3)no1 (stereo not given)
 : i | 0.6
> Nn1c(SCC(=O)Nc2nnc(-c3ccccc3)o2)nnc1C1CC1
 : i | 1.0
> COCCNc1nc(NCc2ccc(NC(C)=O)cc2)c2sccc2n1
 : i | 2.0
> CCN(CC(=O)Nc1c(F)cccc1F)C(=O)c1ccc(COc2ccccc2)o1
 : i | 0.7
> Cc1ccccc1-c1cc(C(=O)NCc2cccc(C(F)(F)F)c2)nn1CC1CC(c2cccc([N+](=O)[O-])c2)=NO1 (stereo not given)
 : i | 1.3
> CC(=O)Nc1ccc(NC(=O)C2Cc3c(-c4cccc(F)c4)ccnc3O2)cc1 (stereo not given)
 : i | 0.6
> CN(Cc1ccccc1)S(=O)(=O)c1ccc(Cl)c(C(=O)N2CCC2)c1
 : i | 1.5
> Cc1cn([C@H]2C[C@H](O)[C@@H](CCC(=O)NCc3ccco3)O2)c(=O)[nH]c1=O
 : i | 0.5
> CCN(CC(=O)Nc1ccc(NC(C)=O)cc1)C(=O)c1ccc2c(c1)S(=O)(=O)N=C1CCCCCN12
 : i | 0.5
> O=C(COC(=O)c1ccc(S(=O)(=O)C(F)F)cc1)NC(=O)NC1CCCCC1
 : i | 0.7
> Cc1cc(F)ccc1C(O)c1ncc(-c2ccccc2C(F)(F)F)[nH]1 (stereo not given)
 : i | 1.3
> CC(C)C[C@@H]1COc2cccc(N3CCC[C@H]3CO)c2S(=O)(=O)N1
 : i | 1.1
> Cc1ccc(S(=O)(=O)Nc2c(C)nn(C)c2C)cc1C
 : i | 1.4
> O=C(NCc1ccncc1)[C@@H]1CCCN1C(=O)[C@H]1CCCN1C(=O)c1cccc(Cl)c1
 : i | 1.0
> O=C(CSc1ccccc1F)NCCN1C(=O)CSC1=O
 : i | 0.8
> CN(CC(=O)Nc1ccccc1Cl)C(=O)Cn1cc(C(F)(F)F)cc(Cl)c1=O
 : i | 0.6
> COc1ccc(CCNC(=O)CCc2ccccc2O)cc1OC
 : i | 0.7
> COC(=O)[C@]12CCCCC=C1N(Cc1ccc(Cl)cc1Cl)C(=O)[C@H](CC(=O)NCc1cccc3ccccc13)C2
 : i | 1.1
> Cc1ccc(N2CC(C(=O)Nc3cccc(S(=O)(=O)N4CCOCC4)c3)CC2=O)cc1 (stereo not given)
 : i | 0.9
> COc1cccc(CNC(=O)CCNS(=O)(=O)c2ccc(C)cc2)c1
 : i | 1.0
> Cc1cccc(C)c1NC(=O)c1ccc2sc([C@@H]3O[C@H](CO)[C@H](O)[C@H](O)[C@H]3O)nc2c1
 : i | 0.4
> Cc1cc(C)c(C#N)c(SCC(=O)Nc2c(C)n(C)n(-c3ccccc3)c2=O)n1
 : i | 0.3
> Cc1ccc(S(=O)(=O)Nc2c(C)n(C)n(-c3ccccc3)c2=O)cc1C(=O)NCc1ccccc1
 : i | 0.4
> Cc1c(C(=O)O)sc(S(=O)(=O)N2CCN(C(=O)Cc3ccc(F)cc3)CC2)c1C(=O)O
 : i | 0.9
> O=C(COC(=O)c1ccccc1SCC(=O)N1CCCC1)Nc1ccccc1OC(F)F
 : i | 0.4
> O=C(COC(=O)/C=C/c1ccc(F)cc1)NCC1CCCO1 (stereo not given)
 : i | 1.4
> CCC(=O)c1ccc2c(c1)N(CCCN(C)C)c1ccccc1S2
 : i | 1.7
> CN(CCc1ccccc1)C(c1ccnc2ccccc12)c1nnnn1-c1ccc2c(c1)OCCO2 (stereo not given)
 : i | 1.3
> CCCCNc1c(-c2ccc(-c3ccc(C(C)=O)cc3)c(OC)c2)nc2cnccn12
 : i | 1.6
> O=C(Nc1cccc(C(=O)N2CCCC2)c1)C1CC1
 : i | 0.6
> COc1ccc(CNC(=O)COC(=O)c2c(NC(C)=O)sc(C)c2C)cc1
 : i | 0.9

(next part)
Order of results: Myeloid diff 2 | Myeloid diff 2 GFP+ MAC1+ %
> Cn1c(CCC(=O)O)nc2cc(S(=O)(=O)N3CCCC3)ccc21
 : i | 0.0
> COc1ccc(C(=O)Nc2ccc(C(=O)c3ccccc3)cc2)cc1
 : i | 0.5
> CCN(C[C@H]1N[C@@](Cc2ccccc2)(C(=O)OC)[C@H]2C(=O)N(Cc3ccccc3)C(=O)[C@@H]12)C(=O)c1ccccc1
 : i | 0.3
> CCCNC(=O)N[C@H]1C=C[C@H](CC(=O)OC)O[C@@H]1CO
 : i | 1.5
> CCOC(=O)C1(Cc2ccccc2)C(=O)Nc2ccccc21 (stereo not given)
 : i | 0.4
> O=C(c1ccc([N+](=O)[O-])o1)N1CCCCCC1
 : i | 0.5
> COc1ccc(C)cc1NC(=O)C(OC(=O)Cn1cnc2c1c(=O)n(C)c(=O)n2C)c1ccccc1 (stereo not given)
 : i | 1.1
> Cc1cccn2c(=O)nc(SCC(=O)N3CCOCC3)nc12
 : i | 0.4
> Oc1ccc(C=NNc2nc3ccccc3s2)c(O)c1
 : i | 1.8
> CCCCC[C@@H]1C=C(C(=O)O)[C@H](c2ccc(C)cc2)N1S(=O)(=O)c1ccc(C)cc1
 : i | 1.3
> CC(C)(C)OC(=O)CC1(C#N)c2ccccc2C(Br)=CN1C(=O)c1ccccc1 (stereo not given)
 : i | 0.9
> Cc1ccc(OCCCC(=O)N2CCN(S(=O)(=O)c3cccc(F)c3)CC2)cc1
 : i | 1.0
> N#Cc1cccc(-c2csc(C(O)c3ccco3)n2)c1 (stereo not given)
 : i | 0.2
> COC(=O)CNC(=O)c1ccccc1
 : i | 3.2
> O=C(CN1C(=O)NC2(CCCCCC2)C1=O)NCc1ccccc1
 : i | 0.4
> Cc1ccccc1NC(=O)COc1cccc2c1CCNC2=O
 : i | 0.6
> Cc1ccccc1NC(=O)CSC(=O)c1ccccc1
 : i | 0.0
> COc1ccc(S(=O)(=O)N2CCOCC2)cc1NC(=O)CSc1nnc(C2CC2)n1C
 : i | 1.0
> CC(C)C(NS(=O)(=O)c1cccs1)C(=O)N1CCC(C(N)=O)CC1 (stereo not given)
 : i | 0.4
> COc1ccc2ccn(C)c2c1
 : i | 1.1
> CCCCCCN1C[C@@H](n2cc(-c3ccc(F)cc3)nn2)[C@H](O)C[C@@H]1c1ccc(OC)cc1
 : i | 0.5
> COc1ccccc1Cc1c(-c2ccccc2)nc2ccc(Cl)cn12
 : i | 1.4
> FC(F)(F)c1cccc(-c2nc3ccccc3n2C(c2ccccc2)c2nc3ccccc3[nH]2)c1 (stereo not given)
 : i | 3.2
> CC(=O)Nc1cncc(-c2cccc(C(=O)N(C)C)c2)n1
 : i | 0.4
> CCCCNC(=O)C1(C)CCN1C(=O)Cc1cccc2ccccc12 (stereo not given)
 : i | 0.9
> COC(=O)c1ccc2nc(-c3ccc(Cl)cc3)c(Cc3ccc(OC)cc3C)n2c1
 : i | 0.8
> COc1ccc([C@H]2CC(=O)C=C(c3ccc(C(F)(F)F)c(C(F)(F)F)c3)C2)cc1OC
 : i | 1.5
> Cc1ccc(S(=O)(=O)N2CCCCC2)cc1NC(=O)CNC(C)c1ccc(Cl)c(Cl)c1 (stereo not given)
 : i | 0.3
> Cc1cc(NC(=O)CSc2ncc(C(F)(F)F)cc2Cl)no1
 : i | 1.0
> CC(C)CCC1(C)NC(=O)N(CC(=O)c2ccc[nH]2)C1=O (stereo not given)
 : i | 1.3
> CNC(=O)c1ccc(-c2cc3onc(-c4ccccc4)c3c(=O)n2C)cc1
 : i | 1.3
> N#Cc1ccc(NC(=O)NN2CCCCCC2)cc1
 : i | 0.6
> CC1([N+](=O)[O-])COC(c2cccc3ccccc23)OC1 (stereo not given)
 : i | 1.3
> O=C(NCc1ccccc1Br)c1cccc2c1C(=O)c1ccc(N3CCC(Cc4ccccc4)CC3)cc1S2(=O)=O
 : + | 1.0*
> CC1CCCCN1C(=O)COC(=O)c1cc(-c2cccs2)nn1-c1ccccc1 (stereo not given)
 : i | 0.4
> Cn1cccc1C(=O)OCc1nc2ccccc2c(=O)[nH]1
 : i | 0.2
> Cc1ccc(CN2CC(N3CCC(c4ccccc4)CC3)CS2(=O)=O)cc1 (stereo not given)
 : i | 1.1
> CN(CC(=O)Nc1ccc(F)cc1)C(=O)c1cc([N+](=O)[O-])ccc1N1CCOCC1
 : i | 1.2
> CSc1nnc2sc3cc(C)ccc3n12
 : i | 0.0
> Cc1ccccc1OCC(=O)OCC(=O)N1CCCc2ccccc21
 : i | 0.6
> CS(=O)(=O)c1ccc(C(=O)Nc2nc(-c3ccco3)c(-c3ccco3)s2)cc1
 : i | 0.3
> c1cnc2ccc(C(c3nnnn3C3CCCCC3)N3CCN(C4CCCCC4)CC3)cc2c1 (stereo not given)
 : i | 1.1
> O=C(OCCCc1cc2ccccc2c(=O)o1)c1ccc(C(F)(F)F)cc1
 : i | 2.2
> C[C@@H](O)C(C(=O)N1CCNCC1)n1cc([C@@H](N)CCCCN)nn1 (stereo not given in full)
 : i | 1.4
> COc1ccc(NC(=O)Nc2cccc3c2O[C@H](CN(C)S(=O)(=O)c2ccc(OC)cc2)[C@@H](C)CN([C@H](C)CO)C3=O)cc1
 : i | 0.8
> CCc1ccc(-c2nc(SCC(=O)NC3CC3)n[nH]2)cc1
 : i | 0.7
> CC(=O)O[C@H]1[C@@H](O)[C@H](O)[C@H](Oc2c(O)c(C)c3c4c2[C@@H](C)CC[C@@H]4[C@@H](C)C[C@@H]3C=C(C)C)O[C@H]1C
 : i | 0.9
> CCCc1c(-c2ccc(Cl)cc2)ncn1Cc1cccc(-c2ccccc2)c1
 : i | 4.1
> COc1ccc(Cc2c(-c3cccc(Br)c3)nc3cc(C)c(Br)c(C)n23)c(C)c1
 : i | 0.5
> O=C(O)C1(Nc2ccc(Cl)cc2)CCCC1
 : i | 0.8

Four entries from above, as labelled records.
Structure: CSc1nnc2sc3cc(C)ccc3n12
  Myeloid diff 2: i | Myeloid diff 2 GFP+ MAC1+ %: 0.0
Structure: O=C(O)C1(Nc2ccc(Cl)cc2)CCCC1
  Myeloid diff 2: i | Myeloid diff 2 GFP+ MAC1+ %: 0.8
Structure: CC(=O)O[C@H]1[C@@H](O)[C@H](O)[C@H](Oc2c(O)c(C)c3c4c2[C@@H](C)CC[C@@H]4[C@@H](C)C[C@@H]3C=C(C)C)O[C@H]1C
  Myeloid diff 2: i | Myeloid diff 2 GFP+ MAC1+ %: 0.9
Structure: COc1ccc(Cc2c(-c3cccc(Br)c3)nc3cc(C)c(Br)c(C)n23)c(C)c1
  Myeloid diff 2: i | Myeloid diff 2 GFP+ MAC1+ %: 0.5
